# Dynein transport – blocks dynein driven cargo transport along microtubules; 3617.4 mouse cells, GR-EGFP nuclear translocation imaging; test concentration mostly 20 µM; stimulated with dexamethasone, 1 µM; active compounds read low; z-score, hits read low; 0.47% of 220,000 active;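 active = plate z-score of nuclear minus cytoplasmic receptor signal below a set negative limit, without overly bright fluorescence or cell loss, cut at about -3.5 in these data, passing the limit was not always enough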;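 also: z-score of nuclear minus cytoplasmic ring GR-EGFP intensity difference per well; some compounds called inactive have numbers as strong as hits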
#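 Medium: Induction medium lacking tetracycline, stripped serum | Probe or stimulus: 1.0 µM final dexamethasone stimulus | Schedule: 48 h induction, then 1 h compound, then 30 min agonist, 37 °C | Signal: Automated 10x imaging of fixed Hoechst-stained cells | Evaluation: Per-cell GR-EGFP intensity, nucleus versus surrounding cytoplasmic ring, well-averaged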
# Insulin prom up – MIN6 insulin promoter up-regulation; 0.3% of 190,000 active; MIN6 insulin promoter-GFP reporter, high-content imaging; active compounds read high; z-score at 5 µM;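 active = z-score above 3 at 5 µM with at least 500 cells counted in the well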
# MT stabilize HCS – stabilizes microtubules in HeLa cells; HeLa tubulin immunostaining HCS, 24 h; share of cells brighter than vehicle mean+2SD; % tubulin-high responders, % at 10 µM; 0.83% of 200,000 active;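 active = plate Z-score above 3 for both tubulin-high and condensed-nucleus cell shares, with cell loss under 80%, at 10 µM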;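 also: anti alpha tubulin signal scored within the nucleus-defined area of each cell; some results filed as inactive read as strong as hits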
# Lipid droplet – modulators of hepatic lipid droplet formation. AML12 mouse hepatocytes, oleate lipid droplets, BODIPY imaging. inhibition, % at 6.5 µM. 0.4% of 240,000 active. AID 1656;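 active = lipid droplet intensity inhibited by at least 50%, with more than 500 cells counted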
#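 material = mouse AML12 hepatocyte cell line, fixed after treatment | also added = 100 µM oleic acid challenge | doses = compound at 6.5 µM only | schedule = overnight exposure | technique = Image-based BODIPY and DAPI two-channel analysis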
# bCat nuc transl – modulators of beta-catenin nuclear translocation | 0.3% of 190,000 active | HeLa beta-catenin nuclear translocation, immunofluorescence imaging | nuclear translocation activity, % at 5 µM | AID 1665;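 active = nuclear translocation activity above 50% at 5 µM, with a well cell count of 50 or more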;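 also: per-cell ratio of nuclear to cytoplasmic median beta-catenin stain intensity; plate controls were DMSO negative control for no effect and GSK-3 inhibitor IX positive control for full effect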
#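 Test system: human HeLa cells, native beta-catenin. Compound dosing: 5 µM primary single dose, 0.1% DMSO, 0.02–20 µM confirmation series. Incubation: compound exposure 24 h at 37°C. Detection: beta-catenin immunostaining with DAPI counterstain, 20x imaging, 6 fields/well. Read-out basis: Nuclear/cytoplasmic beta-catenin signal ratio, % activation.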
# NOD2 inhibition – inhibition of NOD2-driven NF-kB reporter – cell-based, luminescence, uHTS, HEK293 (AID 1566); inhibition, % at 4 µM; hits with a dose series show EC50 in µM; 0.63% of 290,000 active; HEK293 NOD2/NF-kB luciferase reporter, luminescence; higher % means a stronger effect; in the data active = inhibition above about 50%; also: many of its hits are not listed in these tables
# Yfh1-depleted yeast – enhancers of respiration in Yfh1-depleted yeast, dose response, Friedreich's ataxia, plus single-dose screen (AID 1465). S. cerevisiae Yfh1-off respiration, WST-1 reduction, 72 h; higher fold induction means a stronger effect. fold induction at 50 µM, or EC50 in µM where a hit was titrated. 0.074% of 220,000 active;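 active = fold induction of absorbance versus untreated yeast above a set limit, then at least 30% activation at any dose in follow-up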;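 also: activators that raise dye reduction in frataxin-depleted yeast; strong numbers were not always called active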
# Autophagy HCS – autophagy modulation, high-content screen. MEF GFP-LC3 puncta imaging; test concentration mostly 10 µM. AID 463193. calls only at 10 µM (by protocol). 0.98% of 190,000 active;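 active = percentage of spot-positive cells more than 3 SD above its plate mean, without a fluorescence outlier flag or 80% toxicity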;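 also: spot-positive cell cutoff set from DMSO-treated cells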
# WT yeast gro inh – growth inhibition of WT yeast, mitochondrial fusion screen | inhibition, % at 10 µM | mitochondrial fusion phenotypic screen, WT strain | 2.1% of 190,000 active; in the data active = inhibition above about 58%; tested in S. cerevisiae
# WT yeast gro inh mutant strain – recorded beside WT yeast gro inh, whose call it bears; inhibition, %; mitochondrial fusion phenotypic screen, mutant strain inhibition
# Dynein transport cytoplasmic EGFP – further read-out of Dynein transport, marked with its call; z-score; measured here: cytoplasmic GR-EGFP intensity; active compounds read high
# Dynein transport nuclear GR-EGFP – recorded beside Dynein transport, whose call it bears; z-score; measured here: nuclear GR-EGFP intensity;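 lower value marks the stronger effect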
# Dynein transport cell count – recorded beside Dynein transport, whose call it bears; z-score; measured here: cell count per field
# Insulin prom up cell count – second read-out of Insulin prom up, no call of its own (marks repeat the call); cell count; measured here: cytotoxicity, nuclei count;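 total cells summed across four imaged fields per well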
# Lipid droplet cells 6.5 µM – also measured in Lipid droplet; calls as there; cell count; measured here: cell count, cytotoxicity flag;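 cells counted across two imaged fields per well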
# bCat nuc transl cell count 5 µM – recorded beside bCat nuc transl, whose call it bears; cell count; measured here: cell count, cytotoxicity flag
# MT stabilize HCS Hoechst-high % – recorded beside MT stabilize HCS, whose call it bears; % Hoechst-high responders; measured here: nuclear condensation Hoechst responders;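 share of cells brighter than vehicle mean plus two SD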
# MT stabilize HCS cytotoxicity % – further read-out of MT stabilize HCS, marked with its call; toxicity, %; measured here: cytotoxicity by cell density;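 0% = mean cell density of plate MIN control wells and 100% = no cells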
# Autophagy HCS cell loss 18 h – second read-out of Autophagy HCS, no call of its own (marks repeat the call); toxicity, %; measured here: cell loss, nuclei count;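 cell loss after 18 h compound exposure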
# An asterisk follows results filed as active; i = inactive; · = no result given. These rows are one share of the data; the hit share may differ from the screen's.
SMILES,Dynein transport,Dynein transport cytoplasmic EGFP,Dynein transport nuclear GR-EGFP,Dynein transport cell count,Insulin prom up,Insulin prom up cell count,MT stabilize HCS,MT stabilize HCS Hoechst-high %,MT stabilize HCS cytotoxicity %,Lipid droplet,Lipid droplet cells 6.5 µM,bCat nuc transl,bCat nuc transl cell count 5 µM,NOD2 inhibition,Yfh1-depleted yeast,Autophagy HCS,Autophagy HCS cell loss 18 h,WT yeast gro inh,WT yeast gro inh mutant strain
CCOC(=O)c1c(NC(=O)CSc2nnc(N)s2)sc(C)c1-c1ccc(C)cc1,-0.221,-0.168,-0.156,-0.235,-0.58,1340,2.6,1.6,5.9,4.4,594,-0.7,1116,21.9%,i,i,8.6,78.0*,61.9*
CC(C)C(=O)Nc1ccccc1C(=O)N/N=C/c1ccc([N+](=O)[O-])cc1,0.104,-0.195,0.758,-0.574,-0.35,1592,2.3,2.2,9.8,·,·,-1.8,1298,-2.8%,i,i,14.6,-6.9,-10.1
Cc1nnc(SCCC(=O)Nc2nc(-c3ccccc3)ns2)s1,-0.3,-0.165,-0.191,0.378,-0.23,1140,3.8,2.8,6.3,-28.0,768,-0.4,1076,19.6%,i,i,0.2,23.1,-6.2
CCOC(=O)Cc1csc(NC(=O)c2ccc3c(c2)OCO3)n1,-0.251,-0.165,0.388,2.05,·,·,2.4,1.3,11.4,-2.5,719,·,·,-3.5%,i,i,5.9,15.5,12.3
COc1cccc(C(=O)CN(C(=O)c2ccc(Cl)c(Cl)c2)N2C(=O)c3ccccc3C2=O)c1,-0.205,-0.19,0.315,0.539,-0.7,1515,2.3,1.6,5.4,·,·,-0.1,1372,3.5%,i,i,-14.4,3.7,-2.7
Cc1ccc(-c2nc(CN(CC3CCC3)CC3CCCO3)c(C)o2)s1 (stereo not drawn),1.8,-0.256,0.757,-0.252,0.02,1424,3.7,2.0,3.6,-2.3,671,-2.4,1170,3.8%,i,i,17.4,23.4,16.6
CCc1c(C)sc(NC(=O)c2cc(-c3ccc(O)cc3)on2)c1C#N,-0.075,-0.286,0.167,0.455,-0.11,892,1.6,4.3,8.8,·,·,·,·,50.7%*,i,i,5.2,5.3,-2.8
COCCn1c(=S)[nH]c2ccc(N(C)C)cc2c1=O,1.88,-0.297,0.945,-1,-0.67,1483,4.7,6.4,5.4,·,·,1.1,1337,10.7%,i,i,-8.2,8.2,2.0
CN(C)CCCNCCCNC(=O)/C(=N\O)c1ccccn1,-0.75,-0.234,-0.208,-0.166,·,·,2.2,1.0,5.2,-10.4,731,-1.5,1150,5.8%,i,i,-6.8,4.7,-10.6
CCC(C)(C)n1nnnc1C(c1cc2cc3c(cc2[nH]c1=O)OCO3)N1CCN(C)CC1 (stereo not drawn),-1.13,-0.345,-0.499,0.429,·,·,4.4,3.2,4.2,·,·,-6.8,972,5.1%,i,i,-9.6,8.3,-5.3
CCCn1c(SCC(=O)NCCc2ccc(OC)c(OC)c2)nc2c1c(=O)n(C)c(=O)n2C,-0.308,-0.235,-0.195,-0.17,0.59,1082,3.3,2.3,12.7,·,·,-1.9,1023,-15.2%,i,i,-2.4,10.9,10.3
COc1ccccc1N(C)S(=O)(=O)c1ccc(Cl)c(C(=O)NC2=NCCS2)c1,1.22,-0.18,0.522,-1,-0.08,1651,3.1,3.1,11.3,-5.7,682,-2.6,1043,11.0%,i,i,12.9,7.7,-48.7
O=C(Nc1cccc(CCc2ccccn2)c1)c1cc(F)c(F)cc1Cl,-0.503,-0.307,-0.678,0.763,-0.18,1450,3.0,2.6,4.6,-4.9,645,0.2,946,6.1%,i,i,-5.8,9.6,-3.2
COc1ccc(CN(C(=O)CSc2nnc(-c3ccccc3F)o2)c2ccc(F)cc2)cc1,0.474,-0.287,0.403,0.669,0.99,1233,3.1,1.2,7.1,-71.3,598,-1.0,1058,-8.9%,i,i,-1.6,40.2,8.5
COc1ccccc1NC(=O)Cn1c(CCC(=O)O)ccc1-c1ccccc1,0.956,-0.331,0.263,0.476,-1.14,1305,3.6,1.7,5.2,3.7,715,-1.3,1116,23.0%,i,i,4.4,-15.2,13.0
O=C(NC1CCCC1)C(c1cc2c(cc1[N+](=O)[O-])OCO2)N1CCCC1 (stereo not drawn),2.79,0.0478,1.56,-1.7,-0.31,1269,1.7,2.0,3.9,2.8,682,-1.6,1102,-8.7%,i,i,-1.0,1.2,3.2
COc1ccc(OC)c(C2NC(=O)c3sc(=S)n(-c4ccccc4)c3N2)c1 (stereo not drawn),-1.26,-0.164,-0.456,1.04,1.01,1203,2.2,1.1,4.7,-2.7,692,·,·,11.3%,i,i,-2.7,8.2,-15.6
Cc1cc(N(C)Cc2ccccc2)nc(-c2ccccc2)n1,0.141,0.101,0.45,-0.307,0.84,1259,11.2,2.8,26.5,-12.9,731,-0.7,1061,-19.6%,i,i,9.7,52.6,27.0
COc1ccccc1-c1noc(CCC(=O)Nc2cccc(C)c2)n1,-0.703,-0.233,-0.0413,0.39,0,1458,2.9,3.9,7.1,·,·,-4.5,1006,-5.2%,i,i,-36.1,5.3,30.1
O=S(=O)(c1ccccc1)N1CCN(C(=S)NCc2ccccc2)CC1,-1.43,-0.359,-0.946,0.565,-0.16,1564,2.0,3.5,3.2,-15.7,631,-1.7,1033,-4.5%,i,i,3.0,14.3,-0.3
O=C(O)c1cc(=O)[nH]c2c(Cl)cccc12,-0.602,-0.242,-0.133,-0.319,0.29,1631,2.1,2.2,7.8,11.0,696,-2.9,1113,1.3%,i,i,14.3,-6.3,-7.7
CC(=O)OCCN1C(=O)c2cccnc2C1=O,-0.0432,-0.272,-0.657,0.913,-0.07,1294,3.9,1.7,7.3,1.1,765,·,·,-17.0%,i,i,-6.0,7.1,-8.6
COc1ccc(C)cc1S(=O)(=O)Nc1cccc(SC)c1,0.786,-0.294,0.757,0.436,-0.52,1330,2.4,0.0,68.3,-6.6,774,3.2,1115,6.3%,i,i,8.0,0.6,-13.3
COc1ccc(OC)c(NC(=O)CNC(=O)Cn2cnc3ccccc3c2=O)c1,-0.756,-0.099,0.337,0.348,-0.95,1262,2.1,1.8,5.0,-0.1,793,-1.1,1037,-5.4%,i,i,-3.0,3.0,-0.5
CC1CN(C(=O)CCn2c(=O)oc3ccccc32)CC(C)O1 (stereo not drawn),1.78,-0.421,0.339,-0.372,8.04*,1172*,7.1,3.6,15.1,·,·,3.1,645,2.3%,i,i,14.9,-9.4,-0.9
# (cont.)
SMILES,Dynein transport,Dynein transport cytoplasmic EGFP,Dynein transport nuclear GR-EGFP,Dynein transport cell count,Insulin prom up,Insulin prom up cell count,MT stabilize HCS,MT stabilize HCS Hoechst-high %,MT stabilize HCS cytotoxicity %,Lipid droplet,Lipid droplet cells 6.5 µM,bCat nuc transl,bCat nuc transl cell count 5 µM,NOD2 inhibition,Yfh1-depleted yeast,Autophagy HCS,Autophagy HCS cell loss 18 h,WT yeast gro inh,WT yeast gro inh mutant strain
O=S(=O)(/N=C(/Nc1cc(N2CCOCC2)ncn1)c1ccc(F)cc1)c1ccccc1,0.577,0.000864,0.32,-0.712,-0.22,1323,2.2,2.1,8.0,2.9,741,-1.0,963,1.0%,i,i,-10.9,-14.2,-2.0
CCn1c(=O)n(CCc2ccccc2)c(=O)c2c3c(sc21)CCCC3,-0.646,-0.292,-0.318,1.41,0.14,943,1.4,1.4,2.0,8.0,766,·,·,24.6%,i,i,0.8,10.8,4.7
COC(=O)c1ccccc1NC(=O)CSc1nnc(C(CO)NC(=O)c2ccccc2Cl)n1C (stereo not drawn),-0.3,-0.0716,-0.655,-1.12,·,·,1.7,1.5,3.3,·,·,·,·,6.3%,i,i,2.1,-0.1,-13.0
CCCCCc1nc2c(=O)[nH]c3ccccc3c2o1,0.054,-0.228,0.0688,0.362,-0.38,1583,5.4,3.5,4.7,·,·,5.3,1389,-18.8%,i,i,18.3,7.1,22.3
COc1cccc(-c2nn(-c3ccccc3)cc2CN(C)C(C)c2ccncn2)c1 (stereo not drawn),-0.364,-0.134,-0.22,-0.944,·,·,1.6,1.3,4.4,-22.7,671,0.8,852,7.1%,i,i,7.0,-5.1,-10.9
Cc1ccccc1NC(=O)N1c2ccccc2CC1C (stereo not drawn),0.379,-0.192,-0.166,0.22,·,·,5.0,2.4,14.6,-7.5,695,-0.7,1571,-5.2%,i,i,12.4,-17.4,-17.4
CC(C)CCNC(=O)CCNS(=O)(=O)c1ccc(Cl)cc1,-0.358,-0.27,-0.321,0.0907,·,·,3.2,1.7,1.6,3.3,737,-1.6,1189,0.1%,i,i,-12.1,-13.1,-9.9
Cc1ccnc(NC(=O)C(C)N2C(=O)c3ccccc3C2=O)c1 (stereo not drawn),-0.484,-0.0264,-0.139,0.317,-0.12,1367,1.4,1.1,4.2,4.0,681,0.3,858,10.9%,i,i,12.0,-2.4,3.6
CC(=O)CSc1ncnc2sc3c(c12)CCCC3,1.64,-0.13,0.993,-1.89,·,·,3.7,2.8,3.4,9.2,629,1.6,1368,6.7%,i,i,-9.0,21.6,9.2
CCOCC(=O)Nc1nc(-c2ccccc2)c(CC)s1,-0.676,-0.156,-0.465,0.441,0.27,990,1.7,1.6,7.5,-17.1,739,-2.3,1227,-10.6%,i,i,5.5,-7.1,-5.1
O=C(c1ccc(N2C(=O)C3C4c5ccccc5C(c5ccccc54)C3C2=O)cc1)N1CCOCC1 (stereo not drawn),-0.528,0.417,-0.411,0.685,-0.32,1370,4.9,5.0,3.8,14.3,719,-0.4,1039,0.7%,i,i,-1.4,-17.3,-3.2
